# Growth percent in the NCI-60 one-dose screen (48 h, 10 µM unless noted): 100 = growth as untreated, 0 = no growth, -100 = all killed.
# LOX IMVI = LOX IMVI melanoma. 79,000 tested, 7.4% active
# HS 578T = HS 578T breast cancer; 78,000 tested, 4.1% active; AID 1794788
# MALME-3M = MALME-3M melanoma. 78,000 tested, 5.8% active
# MCF7 = MCF7 breast cancer; 82,000 tested, 6.3% active; AID 1794796
# BT-549 = BT-549 breast cancer; AID 1794793; 78,000 tested, 4.4% active
# T-47D = T-47D breast cancer; 79,000 tested, 5% active
# MDA-MB-468 = MDA-MB-468 breast cancer. 78,000 tested, 8.5% active
# MDA-MB-231 = MDA-MB-231 breast cancer | 81,000 tested, 5% active
# * hit, by the source's call; x = not tested or not shown; & = joins results of further samples. Rule for the calls: active = growth percent below 10; inactive = the rest. Random draw from the library; overall some 12% were active at least once.
smiles,LOX IMVI,HS 578T,MALME-3M,MCF7,BT-549,T-47D,MDA-MB-468,MDA-MB-231
C=C(CN=[N+]=[N-])[C@@H]1CC[C@]2(C(=O)OC)CC[C@]3(C)[C@H](CC[C@@H]4[C@@](C)(CCC#N)[C@H](C(=C)CN=[N+]=[N-])CC[C@]43C)[C@@H]12,x,98,81,x,76,72,58,62
CC1(C)CC(=O)C(c2c(-c3ccccc3)[nH]c3nc(N)nc(N)c23)=C(O)C1,102,93,110,92,96,107,106,109
O=S(=O)(NCCNc1nccc(-n2ccc3cccnc32)n1)c1ccccc1,108,107,98,100,x,106,94,100
CS(=O)(=O)c1ccc(C(=O)N/N=C/c2ccccc2Cl)cc1,100,98,100,93,93,88,96,94
COC(=S)SCC(=O)c1ccc(Br)cc1,78,74,89,72,92,103,108,99
CCCCOC(=O)C(N)Cc1ccc(OC)cc1 (stereo unspecified),99,98,121,x,106,125,111,114
Cc1cc2nc3c4ccccc4n(CC[N+](C)(C)[O-])c3nc2cc1C,x,97,94,92,99,104,109,96
N[C@H](Cc1cc(I)c(Oc2ccc(O)c(I)c2)c(I)c1)C(=O)O,95,97,93,100,97,105,97,103
O=C(Nc1cccc(C(F)(F)F)c1)c1cncc(C#Cc2cnc3cccnn23)c1,22,46,28,8.4*,15,13,48,28
Cc1c(C(N)=O)sc2nc(SCC(=O)Nc3ccc(Cl)cc3)n(-c3ccccc3)c(=O)c12,98,348,159,104,69,91,106,93
Cc1ccc(CN(Cc2ccc(-c3ccccc3S(C)(=O)=NC#N)cc2)C(=O)c2ccccc2Cl)cc1 (stereo unspecified),85,70,97,53,77,58,61,67
C=C(C)[C@@H]1CC[C@]2(CNCCO)CC[C@]3(C)[C@H](CC[C@@H]4[C@@]5(C)CCC(N)[C@@](C)(CO)[C@@H]5CC[C@]43C)[C@@H]12 (stereo partly specified),x,61,-84*,-54*,69,x,-87*,-68*
CCOC(=O)C1(C(=O)OCC)C(C(=O)c2ccccc2)C1c1ccccc1 (stereo unspecified),87,103,137,100,119,68,85,89
COc1nc(N)nc2c1ncn2C1O[C@H](CO)[C@@H](O)[C@@H]1O (stereo partly specified),105,122,101,98,106,115,113,120
Cc1ccc(O)c(NC(=O)c2cccc(Nc3ccnc(C(F)(F)F)c3)c2)c1,67,93,70,41,58,21,46,59
O=C(Cn1nncc1CN1C(=O)CSC1=O)Nc1cccc(O)c1,90,97,109,99,106,101,110,97
N#C/C(=C/c1ccccc1)c1nnc(NC(=O)c2ccc(-n3c(=O)[nH]c4ccccc4c3=O)cc2)s1,100,94,91,94,115,99,101,99
CCOC(OC(=O)c1ccccc1)C(OCC)OC(=O)c1ccccc1 (stereo unspecified),103,103,113,106,107,98,101,97
CCOC(=O)/C(F)=C/C1CC1CCc1ccc(OCC)cc1 (stereo unspecified),98,94,90,86,106,75,72,97
CC(C)CCC[C@@H](C)[C@H]1CC[C@H]2[C@@H]3CC=C4C[C@@H](O)CC[C@]4(C)[C@H]3CC[C@]12C,54,104,134,124,104,104,97,106
C[C@H](NC(=O)[C@@H]1CSSC[C@@H](NC(=O)c2nc3ccccc3cc2O)C(=O)NCC(=O)N1C)c1ccccc1,-75*,33,50,-2.1*,44,-36*,41,-40*
COc1ccc(-c2nnc(SCC(=O)NC3=NN=C(c4ccccc4)CS3)o2)cc1,101,97,105,102,104,78,105,91
CCSc1nnc2c(/C=C/c3ccc(OC)cc3)nc3ccccc3n12,99,91,137,77,76,67,87,89
CNC(=O)c1cc(-c2ccc(NC(=O)Nc3ccc(Cl)c(Cl)c3)cc2)nc2cccnc12,101,101,106,64,106,100,80,87
CC1(C)/C(=N/OCCC#N)CC[C@]2(C)[C@H]3C(=O)C=C4[C@H]5C[C@](C)(C(=O)O)CC[C@]5(C)CC[C@@]4(C)[C@]3(C)CC[C@@H]12,83,107,110,83,91,87,83,82
CCC(O)(C#CCl)CC,102,90,108,97,112,93,100,119
Nc1c(C(=O)Nc2ccncc2)sc2nc3c(cc12)CCCCCCCC3,-85*,-37*,-85*,-83*,-61*,-71*,-76*,-73*
O=S(=O)(NC1CC2CCC1C2)c1ccc2c(c1)/C(=N/O)c1cc(S(=O)(=O)NC3C4CC5CC(C4)CC3C5)ccc1-2 (stereo unspecified),x,x,82,77,91,97,100,x
COc1c2c(cc3c1C(=O)N[C@@H]1[C@@H](O)[C@@H](O)[C@H](O)C[C@@H]31)OCCO2,101,96,106,94,100,85,93,109
CCOC(=O)CC[C@H](NC(=O)c1ccc(N(C)Cc2cnc3nc(N)nc(N)c3n2)c2ccccc12)C(=O)OCC,18,58,62,18,51,54,27,59
CCCCN(CCCC)C(=O)c1ccc(C)cc1,101,111,97,92,103,99,100,103
CC(C)c1cc(O)c(C(C)(C)C)cc1Cl,95,70,73,80,90,70,63,100
O=C1NC(=S)NC(=O)C1CC(=O)n1cnc2ccccc21,93,100,109,98,106,102,99,102
O=C1CC2(CCCc3sccc32)C(=O)N1 (stereo unspecified),99,112,109,91,103,84,x,108
CC1=CC(O)CC(C)(C)C1 (stereo unspecified),97,108,112,98,104,110,94,106
C#CCn1cccc1CNc1ccc(OC)cc1,-85*,-40*,x,-54*,-84*,-56*,-77*,-54*
C#CC(O)c1cccc([N+](=O)[O-])c1 (stereo unspecified),x,107,x,103,102,92,112,108
CCCN(CCC)CC(=O)NC1c2ccccc2Oc2ccccc21,93,117,100,99,83,71,96,89
NS(=O)(=O)c1ccc(NC(=O)CSc2ccc(-c3ccc4ccccc4c3)nn2)cc1,97,119,95,92,124,111,131,115
OCC12CCCC(CO)(COC1)C2O (stereo unspecified),99,115,114,106,105,101,109,94

# Single records, from the list above. Order of values: LOX IMVI, HS 578T, MALME-3M, MCF7, BT-549, T-47D, MDA-MB-468, MDA-MB-231
# Entry for CNC(=O)c1cc(-c2ccc(NC(=O)Nc3ccc(Cl)c(Cl)c3)cc2)nc2cccnc12 → 101, 101, 106, 64, 106, 100, 80, 87
# Entry for Nc1c(C(=O)Nc2ccncc2)sc2nc3c(cc12)CCCCCCCC3 → -85*, -37*, -85*, -83*, -61*, -71*, -76*, -73*
# Entry for OCC12CCCC(CO)(COC1)C2O (stereo unspecified) → 99, 115, 114, 106, 105, 101, 109, 94
# Entry for NS(=O)(=O)c1ccc(NC(=O)CSc2ccc(-c3ccc4ccccc4c3)nn2)cc1 → 97, 119, 95, 92, 124, 111, 131, 115
# Entry for O=C1CC2(CCCc3sccc32)C(=O)N1 (stereo unspecified) → 99, 112, 109, 91, 103, 84, x, 108

# Following part
smiles,LOX IMVI,HS 578T,MALME-3M,MCF7,BT-549,T-47D,MDA-MB-468,MDA-MB-231
Nc1cc(F)ccc1NC(=O)c1ccc(CN2CCC/C(=C\c3ccccn3)C2=O)cc1,106,74,110,91,83,72,94,109
COc1cc2ncn3c(=O)c4c5c(sc4nc3c2cc1OC)CCCCC5,88,100,94,87,105,85,107,92
Cc1ccc2sc(C3CCCN(CC(=O)Nc4c(C)nn(-c5ccccc5)c4C)C3)nc2c1 (stereo unspecified),81,94,74,61,62,29,22,74
CSc1ccccc1C(=O)Nc1nc(-c2ccccn2)cs1,89,80,91,88,102,78,80,92
Cc1[nH]c2ccc(F)cc2c1CCNC(=O)C1CCN(C(=O)c2ccc3ccccc3c2)CC1,95,93,91,87,98,61,71,92
NCCNCc1ccncc1,100,x,112,102,95,104,108,119
CN(C)c1ccc(C=C2c3ccccc3-c3ccccc32)cc1,90,104,95,64,x,80,86,x
C#CCOc1ccccc1C(OC(=O)c1ccc(OCC)cc1)C(=O)NC(C)(C)C(C)(C)C (stereo unspecified),86,79,71,64,78,61,51,67
CCOc1cccc2sc(N(Cc3cccnc3)C(=O)C3CCCCC3)nc12,96,100,92,87,100,93,95,97
Cc1cccc[n+]1CCc1ccccc1,99,107,109,94,99,105,102,103
COc1ccc(N=C(C)C2C(=O)c3ccccc3C2=O)cc1,93,82,95,62,83,64,76,84
O=C1CC(c2nc3ccccc3s2)CN1C1CCCCC1 (stereo unspecified),93,99,91,89,97,88,104,87
CCOc1ccc(NC(=S)N2CCC(CCCC3CCN(C(=S)Nc4ccc(OCC)cc4)CC3)CC2)cc1,96,85,80,84,x,68,59,92
COCCOC(CC(F)F)c1ccc2ccccc2c1 (stereo unspecified),103,99,104,99,95,101,107,110
O=C(CC(O)c1coc(-c2ccc(Cl)cc2)n1)c1ccc(Br)cc1 (stereo unspecified),91,x,102,65,109,94,92,98
Cc1ccc(C(=O)c2ccc(CC(=O)N=Nc3c(O)[nH]c4ccc(OC(F)(F)F)cc34)n2C)cc1,90,94,126,91,95,74,108,92
CCC(C)Cn1cnc2c(=S)nc(N)[nH]c21 (stereo unspecified),102,98,107,90,109,98,104,115
CC(Oc1nc2c(c(=O)n(C)c(=O)n2C)n1C)C1CCCCC1 (stereo unspecified),x,87,87,101,98,x,94,87
Cc1cc2c(c(C#N)c1C)NC=NC2C (stereo unspecified),93,111,102,99,103,90,109,102
c1ccc(C(c2ccccc2)c2ccc(C(c3ccccc3)(c3ccccc3)c3ccccc3)cc2)cc1,98,104,92,96,106,81,110,95

# Remaining list, next part.
# Screens in order – LOX IMVI | HS 578T | MALME-3M | MCF7 | BT-549 | T-47D | MDA-MB-468 | MDA-MB-231
c1ccc(CNc2ccc3nc(CCC4CCCCC4)[nH]c3c2)cc1
 : 79 | 81 | 58 | 62 | 72 | 34 | 43 | 78
Cc1cc(C)c2c(Cn3cc(Cn4c(C)cc(=O)n(Cc5cn(Cc6cc(=O)oc7cc(C)cc(C)c67)nn5)c4=O)nn3)cc(=O)oc2c1
 : 95 | 84 | 97 | 79 | 98 | 98 | 91 | 99
Cc1c[n+]([O-])ccc1Br
 : 103 | 133 | 102 | 107 | 103 | 95 | 97 | 114
C=C(C)[C@@H]1CC[C@]2(C)[C@H](CCN[C@H]3[C@@H]4CC(C)(C)CC[C@]4(CO)CC[C@]32C)[C@@]1(C)CCCN
 : 101 | 90 | 103 | 91 | 104 | 86 | 91 | 101
COc1ccc(/C=C2\C(=O)ON=C2C)cc1OC
 : 95 | 109 | 92 | 88 | 106 | 99 | 107 | 92
Clc1ccc2c(NCCNc3nc(N4CCOCC4)nc4ccccc34)ccnc2c1
 : -83* | -14* | -51* | 39 | 94 | -15* | 25 | -56*
CCCCCCCCCCCCCCCCCCOc1cccc(CC(=O)NCC[N+]2(C)CCCC2)c1
 : 72 | 90 | 90 | 82 | 100 | 81 | 66 | 69
C[C@@H](C[C@H](CCO)c1cc(C(F)(F)F)cc(C(F)(F)F)c1)c1ccc2ccccc2c1
 : 87 | 106 | 88 | 79 | 102 | 55 | 84 | 94
CC(C)c1ccc(/C=N\N(C)C)cc1
 : 108 | 94 | 99 | 94 | 108 | 103 | 104 | 95
CCOC(=O)c1cc2c(n1Cc1cc(OC)cc(OC)c1)-c1nc(NC(C)=O)sc1CCC2
 : 88 | 74 | 114 | 72 | 90 | 52 | 93 | 78
Fc1ccc2[nH]cc(-c3nc(-c4cccnc4)cs3)c2c1
 : 70 | 75 | 77 | 83 | 84 | 69 | 81 | 52
CCCCNC(=O)n1ncc2ccc([N+](=O)[O-])cc21
 : 96 | 97 | 114 | 84 | 100 | 102 | x | 90
CC1=CN2C(=NC3=C(CCCC/C3=C\c3ccc(Cl)cc3)C2c2ccc(Cl)cc2)S1 (stereo unspecified)
 : 94 | 102 | 89 | 95 | 110 | 95 | 94 | 114
Nc1ccc(S(=O)(=O)Nc2ccc(Cl)nn2)cc1
 : 102 | 107 | 100 | 110 | 112 | 109 | 115 | 106
Cc1ccc(C(=O)N/N=C/c2cccc([N+](=O)[O-])c2)cn1
 : 105 | 93 | 114 | 101 | 122 | 93 | 90 | 96
CC(/C=C/c1ccc(Br)cc1)=N\OCC(=O)Nc1ccc(Cl)cc1
 : 76 | 93 | 99 | 68 | 93 | 67 | 110 | 97
Cc1[nH]nc2c1C(c1cc(=O)oc3c1ccc1ccccc13)CC(=O)O2 (stereo unspecified)
 : 93 | 105 | 77 | 99 | 105 | 90 | 105 | 105
COc1ccc(-c2nc(N/N=C/c3ccc[nH]3)nc(N3CCOCC3)c2C#N)cc1
 : 95 | 96 | 94 | 76 | 93 | 74 | 86 | 89
COC(=O)CCCCCCCCC(C)c1ccccc1 (stereo unspecified)
 : 98 | 101 | x | 113 | 125 | 98 | 112 | 120
O=C(Nc1ccc(OCc2nnc(-c3ccccc3)o2)c(F)c1)Nc1ccc(Cl)c(C(F)(F)F)c1
 : 7.4* | 36 | 8.8* | 8.1* | 68 | 15 | 1.0* | 29
CCCCC(CC)CNc1ncnc2[nH]ncc12 (stereo unspecified)
 : 96 | 97 | 107 | 97 | 93 | 86 | 78 | 96
OC(CN1CCCCC1)c1ccc2c3c(cccc13)CC2 (stereo unspecified)
 : 83 | x | 111 | 84 | 113 | 100 | 114 | 100
CCOC(=O)CCN(C(=S)Nc1ccccc1)C1CCCCC1
 : 100 | 100 | 110 | 100 | 116 | 101 | x | 104
CCOC(=O)C1=C(C)NC(=O)NC1c1ccc(OCc2cn(-c3ccc(C(C)=O)cc3)nn2)c(OC)c1 (stereo unspecified)
 : 92 | 100 | 106 | 92 | 97 | 107 | 104 | 103
Br[C@H]1CC2CCC1C2 (stereo partly specified)
 : 103 | 107 | 112 | 96 | 109 | 110 | 105 | 110
COc1cc(-c2c(-c3ccccc3)c[nH]c2C(=O)NCCCO)c(OC)c2c1OCO2
 : 100 | 93 | 108 | 110 | 106 | 91 | 102 | 89
CCNCC[C@H](O)CNCCCCNC[C@@H](O)CCNCC
 : 97 | 93 | 49 | 89 | 100 | 67 | 98 | 94
O=C(Oc1cccc(OC(=O)c2ccccc2)c1)c1ccccc1
 : 88&78 | 102&78 | 110&119 | 107&79 | 91&112 | 102 | 101&110 | 107&96
